Screening results (PubChem BioAssay)
NOD1 inhibition – NOD1 signaling inhibitors, primary screen, cell-based, luminescence, uHTS (AID 1578). NOD1-driven NF-kB luciferase reporter cells, luminescence; higher % means a stronger effect. actives 1% (n = 290,000). inhibition, % at 4 µM; hits with a dose series show EC50 in µM; in the data active means inhibition mostly above about 36%, no sharp cut-off; inactive means mostly below about 34%;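 further: HEK-293T reporter cells stimulated with the NOD1 agonist gamma-tri-DAP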
KOR beta-arrestin-1 – KOR agonists, beta-arrestin recruitment, primary screen, cell-based, luminescence, uHTS (AID 1777) | Kappa-type opioid receptor (Homo sapiens) | KOR beta-arrestin recruitment, luminescence; higher % means a stronger effect | one-dose activation, % at 10 µM; EC50 in µM for titrated hits | actives 0.02% (n = 280,000); in the data active means activation above about 50%, passing the limit was not always enough; further: a part of the inactive calls stands beside numbers as strong as those of hits
NOD2 inhibition – NOD2 signaling inhibitors, cell-based, luminescence, uHTS, HEK293 (AID 1566); HEK293 NOD2/NF-kB luciferase reporter, luminescence; higher % means a stronger effect; inhibition, % at 4 µM; hits with a dose series show EC50 in µM; actives 0.63% (n = 290,000); further: many of its hits are not listed in these tables
GPR55 antagonists – GPR55 antagonists blocking LPI-driven arrestin recruitment, primary screen, imaging, U2OS, beta-arrestin-GFP, LPI agonist (AID 2013). G-protein coupled receptor 55 (Homo sapiens). U2OS GPR55 beta-arrestin-GFP translocation imaging, LPI antagonism; higher % means a stronger effect. one-dose inhibition, % at 10 µM; IC50 in µM for titrated hits. actives 0.13% (n = 290,000);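 active means spots per cell inhibited over 60%, with over 100 cells counted and total cytoplasm intensity under 500,000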;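 further: U2OS cells stably carrying GPR55 and arrestin-GFP stimulated by 5 µM LPI near EC80; imaged beta-arrestin-GFP aggregate spots per cell after agonist stimulation; plate controls were LPI-stimulated DMSO wells for no effect and DMSO wells without LPI for full effect; some results filed as inactive read as strong as hits; confirmed hits need IC50 under 10 µM and bright autofluorescent wells are also inconclusive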
T cell HTS – modulators of CD8 T cell-vesicle binding, primary screen, mouse 2C CD8+ T cells, flow cytometry; 2C CD8+ T cell-vesicle binding; stronger effect = lower value; calls only at 7 µM; actives 0.068% (n = 330,000);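 active means response, share of CD8 T cells binding vesicles, and their 90th percentile fluorescence all below set limits, cut at about 80% in these data, passing the limit was not always enough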
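Assay system – 2C mouse CD8+ T cells · Also added – QL9-loaded Drosophila micro-vesicles · Timing – Cell–vesicle co-incubation 1.5 h at 37 °C, staining 20 min on ice · Signal – flow cytometry of vesicle-bound cells · Measure – percent CD8+ FL2 mean versus row control · Controls – Peptide-free naked vesicles (low) and QL9 vesicles with 0.7% DMSO vehicle (high)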
NTR1 ag – agonists of NTR1, primary screen, imaging, U2OS cells, beta-arrestin-GFP, high content (AID 493036) | NTR1-U2OS beta-arrestin-GFP spot imaging, agonist mode | actives 0.17% (n = 330,000) | activation, % at 20 µM | Neurotensin receptor type 1 (Homo sapiens), P30989;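 active means activation at or above 40% of the spot to cytoplasm intensity ratio, with at least 20 cells analyzed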;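 further: 0% = DMSO without peptide and 100% = 100 nM NTR1 peptide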
Target sequence (P30989 whole entry, looked up): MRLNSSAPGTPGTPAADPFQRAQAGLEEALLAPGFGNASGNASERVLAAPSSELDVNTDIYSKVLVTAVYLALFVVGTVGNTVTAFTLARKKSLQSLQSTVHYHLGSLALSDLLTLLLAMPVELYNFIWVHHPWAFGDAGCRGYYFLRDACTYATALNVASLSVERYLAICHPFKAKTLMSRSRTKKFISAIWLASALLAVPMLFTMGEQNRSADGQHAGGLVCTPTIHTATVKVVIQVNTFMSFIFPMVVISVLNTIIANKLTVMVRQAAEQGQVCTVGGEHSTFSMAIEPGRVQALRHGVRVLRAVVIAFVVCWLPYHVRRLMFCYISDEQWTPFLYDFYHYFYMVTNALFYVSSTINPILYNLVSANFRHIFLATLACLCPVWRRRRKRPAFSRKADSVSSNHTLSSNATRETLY
Myeloid diff 2 – induction of myeloid progenitor differentiation, primary screen, cell-based, flow cytometry, MLPCN library | calls only at 10 µM | ER-HoxA9 myeloid progenitors, lysozyme-GFP differentiation | actives 1% (n = 360,000) | AID 624256, 2012;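 active means normalized GFP-positive differentiation at or above the plate's own cutoff, the solvent-only control mean plus 3 SD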;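 further: cells exposed to compound for four days before flow analysis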
GPR55 activation – GPR55 agonists via beta-arrestin recruitment, primary screen, imaging, U2OS cells, beta-arrestin-GFP redistribution (AID 1961) | U2OS GPR55 beta-arrestin-GFP redistribution imaging; higher % means a stronger effect | activation, % at 10 µM, or EC50 in µM where a hit was titrated | actives 0.048% (n = 290,000);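 active means activation above 40% with more than 50 cells counted in the well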;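 further: U2OS osteosarcoma cells stably expressing GPR55 and beta-arrestin-GFP; plate controls were DMSO negative control for no effect and LPI positive control for full effect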
KOR beta-arrestin-2 – KOR antagonists, beta-arrestin recruitment, cell-based, luminescence, uHTS (AID 1778); Kappa-type opioid receptor (Homo sapiens); KOR beta-arrestin recruitment, luminescence, antagonist mode; higher % means a stronger effect; one-dose inhibition, % at 10 µM; IC50 in µM for titrated hits; actives 0.091% (n = 290,000); further: strong numbers were not always called active
T cell HTS vesicle-bound % – recorded beside T cell HTS, whose call it bears; double positive events, %; measured here: CD8+ vesicle-bound cell fraction;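 binding gate set so that unloaded-vesicle control wells show 10% double positive cells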
NTR1 ag cell count 20 µM – second read-out of NTR1 ag, no call of its own (marks repeat the call); cell count; measured here: cell count, cytotoxicity flag
Myeloid diff 2 GFP+ MAC1+ % – second read-out of Myeloid diff 2, no call of its own (marks repeat the call); GFP+ MAC1+ double positive, %; measured here: differentiation confirmed by MAC1 staining
Active calls of the source: *; i = inactive; / = no result given; + = active, no number; [ ] = remark or other dose. Unless noted, no stated cut-off is given here; in the data, active means inhibition above about 50%; inactive means the rest. This is a subset. The share of hits here may be higher or lower than overall.

SMILES	NOD1 inhibition	KOR beta-arrestin-1	NOD2 inhibition	GPR55 antagonists	T cell HTS	T cell HTS vesicle-bound %	NTR1 ag	NTR1 ag cell count 20 µM	Myeloid diff 2	Myeloid diff 2 GFP+ MAC1+ %	GPR55 activation	KOR beta-arrestin-2
Cn1ncc(Cl)c1C(=O)N1CCCc2ccccc21	-6%	-1.9%	12%	20%	i	58	1.5	56	i	1.7	-0.2%	-32%
CC(C)C1NC2(C(=O)c3ccccc3C2=O)C2C(=O)N(c3ccc(F)cc3)C(=O)C12 (configuration not stated)	-15%	4.4%	3%	-2%	i	37	-0.1	60	i	0.7	-0.1%	-17%
COc1ccc(/C=N/n2c(-c3n[nH]c4c3CCC4)n[nH]c2=S)cc1OC	17%	1.6%	15%	10%	i	43	1.2	42	i	0.6	-0.2%	-32%
O=C(Nc1ccc2c(c1)N(Cc1ccccc1)C(=O)c1ccccc1S2)NC1CC1	15%	3.1%	-5%	8%	i	44	0.5	89	i	0.8	-0.1%	-35%
Cc1ccc(S(=O)(=O)N/N=C/c2ccc(OS(=O)(=O)c3ccc(C)c([N+](=O)[O-])c3)cc2)cc1	3%	3.9%	21%	-4%	i	49	1.5	63	i	1.5	-0.1%	30%
CC(C)C(NC(=O)COc1ccccc1)C(=O)O (configuration not stated)	-3%	-0.9%	-12%	8%	i	19	0.9	78	i	1.3	0.0%	-20%
COc1ccc(N2C(=O)Cc3ccccc3C2=O)cc1	-8%	-1.4%	11%	21%	i	15	0.7	73	i	0.4	-0.1%	0%
CC(C)C(NC(=O)OCc1ccccc1)C(=O)OCC(=O)NCc1ccco1 (configuration not stated)	-10%	-0.6%	8%	-1%	i	58	-0.1	52	i	5.9	0.1%	-11%
CS(=O)(=O)N1CCN(C/C=C/c2ccccc2)CC1	28%	-3.2%	4%	2%	i	55	-2.6	108	i	0.5	0.0%	-18%
O=C(CSc1nc2ccsc2c(=O)n1Cc1ccccc1)NCC1CCCO1 (configuration not stated)	-12%	-0.5%	16%	15%	i	39	0.4	56	i	0.1	0.1%	6%
Cc1cc(C)cc(NC(=S)N(Cc2cccc(Br)c2)CC2CCC(C(=O)O)CC2)c1 (configuration not stated)	-21%	-0.4%	17%	-1%	i	56	0.1	55	i	0.7	-0.3%	14%
Cc1cccc2cc(CN(C(=S)NCC(C)C)C3CCCC3)c(=O)[nH]c12	-30%	-3.3%	4%	-2%	i	8	1.9	69	i	0.8	-0.2%	13%
Cc1ccc(NC(=O)c2ccc3[nH]c(=O)c(=O)[nH]c3c2)nc1	-12%	1.7%	14%	20%	i	2	0.6	68	i	2.2	-0.1%	15%
O=C(CSc1ncccn1)NC1CCS(=O)(=O)C1 (configuration not stated)	-42%	0.7%	-8%	18%	i	15	-0.5	59	i	0.2	0.3%	5%
CC(=O)Nc1ccc(NS(=O)(=O)C(F)(F)F)cc1	-22%	-0.8%	3%	6%	i	62	-0.5	102	i	1.2	0.2%	9%
COc1ccccc1N1CCN(C(CNC(=O)c2ccco2)c2cccnc2)CC1 (configuration not stated)	-2%	-4.5%	20%	7%	i	44	8.9	63	i	2.9	-0.3%	-1%
CCOc1c(CNCc2ccc(C(=O)O)cc2)cccc1OC	-23%	1.8%	3%	8%	i	35	-1.4	34	i	0.2	-0.3%	-12%
Cc1ccc(/C(N)=N/OC(=O)CCC2CCCC2)cc1	-10%	-1.1%	-2%	11%	i	63	3.9	43	i	0.1	-0.1%	-11%
Cc1nn(C)c(Cl)c1CN1CCCC(CCC(=O)NCc2ccccc2F)C1 (configuration not stated)	-6%	/	15%	6%	i	52	0.0	41	i	0.1	-0.1%	-2%[20 µM]
O=C(NC(=O)c1cccc(F)c1)OC[C@@H]1CCCN2CCCC[C@H]12	-12%	0.6%	-2%	6%	i	40	-0.3	51	i	1.5	-0.1%	5%

Part of the list above, reduced to GPR55 activation:
compound,GPR55 activation
CC(=O)Nc1ccc(NS(=O)(=O)C(F)(F)F)cc1,0.2%
COc1ccccc1N1CCN(C(CNC(=O)c2ccco2)c2cccnc2)CC1 (configuration not stated),-0.3%
CCOc1c(CNCc2ccc(C(=O)O)cc2)cccc1OC,-0.3%
Cc1ccc(/C(N)=N/OC(=O)CCC2CCCC2)cc1,-0.1%

Later entries:
SMILES	NOD1 inhibition	KOR beta-arrestin-1	NOD2 inhibition	GPR55 antagonists	T cell HTS	T cell HTS vesicle-bound %	NTR1 ag	NTR1 ag cell count 20 µM	Myeloid diff 2	Myeloid diff 2 GFP+ MAC1+ %	GPR55 activation	KOR beta-arrestin-2
CCC(C)c1ccccc1NC(=O)c1[nH]c(C)c(C(C)=O)c1C (configuration not stated)	-12%	3.8%	-1%	9%	i	23	-0.2	48	/	/	-0.2%	-59%
CCN(CCO)Cc1csc2ccc(Br)cc12	8%	5.0%	-12%	3%	i	25	-0.8	50	i	0.9	-0.2%	-6%
Cc1ccc(C(=O)C(C)OC(=O)c2n[nH]c(=O)c3ccccc23)cc1 (configuration not stated)	-18%	-1.2%	12%	0%	i	2	1.4	54	i	0.5	-0.1%	51%
CCn1c(CNC(=O)c2ccc(OC)cc2)nnc1SC	-16%	6.5%	-10%	18%	i	36	-1.9	83	i	1.8	-0.2%	-8%
CCOCCCN1C(=O)CN(C2CCC(C)CC2)C(=O)C1c1ccc(C)cc1 (configuration not stated)	20%	4.6%	-20%	2%	i	2	0.9	60	i	0.8	-0.3%	-49%
CCc1ccccc1NC(=O)N[C@@H](C)C(=O)OC	32%	0.8%	-3%	7%	i	10	-0.6	55	i	8.4	0.2%	4%
CCC(=O)NNc1ncnc2c1cnn2-c1cccc(C)c1	-33%	15%	1%	1%	i	52	-1.3	47	i	0.2	-1.0%	-28%
COc1ccc(CCNC(=O)CCc2nnc(Cc3ccc4c(c3)OCO4)o2)cc1	-27%	-0.4%	-23%	-5%	i	30	-0.6	60	i	1.1	-0.1%	0%
COc1ccc(OCC(O)Cn2c(Nc3ccccc3)nc3c2c(=O)n(C)c(=O)n3C)cc1 (configuration not stated)	17%	-5.3%	9%	4%	i	28	4.9	51	i	1.6	-0.1%	26%
CC1CCN(C(C(=O)Nc2ccc(C(C)C)cc2)c2ccc3c(c2)OCO3)CC1 (configuration not stated)	17%	3.2%	-4%	5%	i	31	-2.0	72	i	3.0	-0.1%	-20%
c1coc(CSCc2cn3cccnc3n2)c1	-4%	-9.5%	-2%	8%	i	36	1.0	53	i	1.6	-1.0%	-31%
COc1cccc(NC(=O)[C@H](Cc2c[nH]c3ccccc23)NC(=O)[C@@H]2Cc3ccccc3CN2)c1	1%	0.7%	-62%	3%	i	48	-1.2	92	+	5.1*	-0.1%	-56%[20 µM]
Cc1ccc(C(=O)CSc2nc3ccccc3c(=O)n2-c2ccccc2)s1	-82%	0.6%	-10%	-5%	i	14	-0.8	66	i	0.2	0.3%	0%
O=C(N/N=C/c1ccc2c(c1)OCO2)c1ccccn1	8%	0.3%	-116%	-4%	i	17	1.7	48	i	1.8	0.0%	-30%
CC1CCC/C(=N\NC(=O)Nc2ccccc2)C1 (configuration not stated)	-12%	-3.0%	10%	-4%	i	41	-0.6	40	i	0.1	0.3%	3%
C/C(=N/NC(=O)CNC(=O)Cc1ccccc1)c1ccco1	-18%	-1.9%	8%	2%	i	66	-1.3	82	i	0.4	-0.2%	-7%
CC1(C)CC(=O)C=C(Nc2cccc(O)c2)C1	-10%	-6.1%	1%	-1%	i	40	0.0	40	i	0.6	-0.3%	30%
CCc1ccccc1NC(=O)CCc1c(C)nn(-c2ccc(N3CCOCC3)nn2)c1C	20%	-1.8%	-15%	3%	i	6	0.7	61	i	3.3	-0.2%	8%
Cc1nn(CC(=O)Nc2cccnc2N2CCOCC2)c(=O)c2ccccc12	11%	-3.7%	8%	8%	/	/	/	/	/	/	-0.1%	2%
CCOC(=O)C1CCCN(C(=O)Cn2cnc3c2c(=O)n(C)c(=O)n3C)C1 (configuration not stated)	-28%	/	-7%	5%	i	30	-2.5	107	i	1.6	-0.2%	/
COc1ccc(/C=N/NC(=O)CNC(=O)COc2ccccc2)cc1	-19%	6.0%	7%	-6%	i	42	0.1	50	i	0.9	0.3%	-4%
CC(=NCCc1ccccc1)C1=C(O)C(c2ccccc2)OC1=O (configuration not stated)	-16%	-2.4%	4%	8%	i	24	0.6	41	i	0.2	-0.5%	-17%
COC(=O)c1ccc(NC(=O)CN2CCN(c3ccccn3)CC2)cc1	-24%	-10%	12%	11%	i	33	-2.0	49	i	0.7	1.1%	22%
CC(C)n1cc(NC(=O)COc2ccccc2Cl)cn1	-24%	1.3%	-7%	14%	i	47	0.4	55	i	0.4	0.2%	-50%
O=C(CCN1C(=O)C2C3C=CC(C3)C2C1=O)NC1CCCc2ccccc21 (configuration not stated)	-28%	-4.7%	-7%	9%	i	26	-2.8	91	i	0.7	-0.1%	6%
COc1ccc(-c2nc3ccccc3n2OC(C)C(=O)O)cc1 (configuration not stated)	-31%	-5.2%	-45%	6%	i	54	-1.4	89	i	0.6	0.1%	1%
CCN(CC)CCCNc1nc2cc(OC)c(OC)cc2c2nc(-c3ccccc3)nn12	-28%	-1.6%	6%	-18%	i	39	-0.8	87	i	0.2	-0.1%	-27%
O=C(Cn1cnc2c(nnn2Cc2ccc(F)cc2)c1=O)Nc1ccc2c(c1)OCCO2	-14%	0.7%	18%	11%	i	9	-0.7	58	i	2.6	-0.2%	-41%
O=C(NCC(=O)N(c1cccnc1)C(C(=O)NC1CCCCC1)c1ccccc1F)c1ccco1 (configuration not stated)	0%	5.2%	12%	-5%	i	51	0.0	46	i	0.3	-0.1%	-14%
O=C(CN1CCC(C(=O)c2ccc(Cl)cc2)CC1)Nc1ccc2c(c1)OCCO2	23%	5.1%	-4%	4%	i	45	1.7	57	i	1.1	-0.2%	-43%
